NCI-60 one-dose screen, 48 h, at 10 µM unless noted. Numbers give growth in % (100 = growth as untreated, 0 = no growth, -100 = all killed).
BT-549: BT-549 breast cancer | AID 1794793 | actives 4.4% (n = 78,000)
MDA-MB-468: MDA-MB-468 breast cancer; AID 2202374; actives 8.5% (n = 78,000)
K-562: K-562 leukemia. actives 7.4% (n = 78,000). AID 1794777
MOLT-4: MOLT-4 leukemia cells; actives 6.9% (n = 80,000); AID 1794779
SR: SR leukemia cells. actives 8.7% (n = 73,000). AID 1794780
MCF7: MCF7 breast cancer; actives 6.3% (n = 82,000)
MDA-MB-231: MDA-MB-231 breast cancer; actives 5% (n = 81,000)
T-47D: T-47D breast cancer | actives 5% (n = 79,000)
An asterisk follows results filed as active; . = no result given. The calls were made as follows: active = growth percent below 10; inactive = the rest.

item | Compound | BT-549 | MDA-MB-468 | K-562 | MOLT-4 | SR | MCF7 | MDA-MB-231 | T-47D
1 | COc1cc(C2C(C#N)=C(N)N(c3ccc(F)cc3)C3=C2C(=O)CC(C)(C)C3)cc(OC)c1OC (stereo not drawn) | 89 | 107 | 80 | 99 | 90 | 94 | 95 | 88
2 | CC(=O)C1=C(C)NC(SCC(=O)Nc2ccc(S(N)(=O)=O)cc2)=NC1c1ccccc1 (stereo not drawn) | 115 | 101 | 104 | 106 | 101 | 98 | 108 | 99
3 | Cc1cc(Cl)c2ccc(Cl)c(C)c2n1 | 100 | 106 | 97 | . | 82 | 93 | 94 | 96
4 | O=C(Nc1ccccc1)Nc1ccc(C(=O)/C=C/c2ccc(N3CCCC3)cc2)cc1 | 93 | 17 | 77 | 67 | 99 | 66 | 57 | 59
5 | C/C=C/C(O)c1ccccc1 (stereo not drawn) | 103 | 102 | 96 | 99 | 103 | 102 | . | .
6 | CC(C)(C)n1cc(-c2ccnc(NCCCNS(=O)(=O)c3cccc(F)c3)c2)c(-c2cccc(O)c2)n1 | 67 | 26 | 2.9* | 33 | 16 | 22 | 37 | 36
7 | Cc1ccc(C(=O)c2ccc(Cl)cc2)cc1 | 100 | 93 | 107 | 96 | 92 | 99 | 107 | 106
8 | COc1ccc(-c2nnc(CSc3nc(-c4ccc(Cl)cc4)c(C#N)c(=O)[nH]3)o2)cc1 | 72 | 92 | 78 | 91 | 99 | 92 | 111 | 43

6 records drawn at random from the list so far:
item | Compound | BT-549 | MDA-MB-468 | K-562 | MOLT-4 | SR | MCF7 | MDA-MB-231 | T-47D
2 | CC(=O)C1=C(C)NC(SCC(=O)Nc2ccc(S(N)(=O)=O)cc2)=NC1c1ccccc1 (stereo not drawn) | 115 | 101 | 104 | 106 | 101 | 98 | 108 | 99
8 | COc1ccc(-c2nnc(CSc3nc(-c4ccc(Cl)cc4)c(C#N)c(=O)[nH]3)o2)cc1 | 72 | 92 | 78 | 91 | 99 | 92 | 111 | 43
6 | CC(C)(C)n1cc(-c2ccnc(NCCCNS(=O)(=O)c3cccc(F)c3)c2)c(-c2cccc(O)c2)n1 | 67 | 26 | 2.9* | 33 | 16 | 22 | 37 | 36
1 | COc1cc(C2C(C#N)=C(N)N(c3ccc(F)cc3)C3=C2C(=O)CC(C)(C)C3)cc(OC)c1OC (stereo not drawn) | 89 | 107 | 80 | 99 | 90 | 94 | 95 | 88
4 | O=C(Nc1ccccc1)Nc1ccc(C(=O)/C=C/c2ccc(N3CCCC3)cc2)cc1 | 93 | 17 | 77 | 67 | 99 | 66 | 57 | 59
5 | C/C=C/C(O)c1ccccc1 (stereo not drawn) | 103 | 102 | 96 | 99 | 103 | 102 | . | .

More compounds
item | Compound | BT-549 | MDA-MB-468 | K-562 | MOLT-4 | SR | MCF7 | MDA-MB-231 | T-47D
9 | COc1ccc2c(c1)[n+](=O)c(/C=C/C(=O)c1cc(OC)c(OC)c(OC)c1)c(C)n2[O-] | 73 | 25 | 2.3* | 0.9* | -11* | 18 | 84 | 28
10 | CCC(C(=O)[C@@H](C)[C@@H](O)[C@H](C)[C@@H]1O[C@@H]([C@@H](CC)C(=O)ONC(=O)c2ccccc2)CC[C@@H]1C)[C@H]1O[C@]2(C=CC(=O)[C@]3(CC[C@@](C)([C@H]4CC[C@](O)(CC)[C@H](C)O4)O3)O2)[C@H](C)C[C@@H]1C (stereo partly drawn) | 6.2* | -33* | -6.9* | -2.1* | -22* | 3.5* | -53* | 21
11 | CC(=O)c1ccc(Nc2nc3ccccc3cc2C=O)cc1 | 76 | 32 | 33 | 64 | 58 | 44 | 69 | 54
12 | O=C(c1cccc(Cl)c1)N1CCN(c2ccnc3cc(Cl)ccc23)CC1 | 101 | 63 | 67 | 88 | 110 | 87 | 88 | 49
13 | COc1ccccc1-n1c(-c2cc(O)ccc2C)cn2c3c(=O)[nH]c(=O)n(C)c3nc12 | 100 | 92 | 25 | 71 | 86 | 84 | 41 | 88
14 | CCOc1ccc(N=C(N)N=C(N)N)cc1 | 108 | 115 | 95 | 84 | . | 100 | 111 | 105
15 | CCOC(=O)NNC(N)=S | 85 | 100 | 89 | 96 | 90 | 89 | 96 | 95
16 | Cc1cccc(C)c1[C@H]1C[C@](C)(O)[C@@H]2CC[C@@H](C)C[C@H]2O1 | 101 | 101 | 103 | 98 | 91 | 97 | 94 | 97
17 | O=CC(=O)c1ccc(-c2ccc(C(=O)C=O)cc2)cc1 | 102 | 107 | 99 | 100 | 99 | 89 | 112 | 89
18 | C=C1C(=O)O[C@H]2[C@H]1CC/C(COC(=O)N[C@H]1C[C@H](O[C@H]3C[C@](O)(C(=O)CO)Cc4c(O)c5c(c(O)c43)C(=O)c3c(OC)cccc3C5=O)O[C@@H](C)[C@H]1O)=C\CC[C@@]1(C)O[C@@H]21 | 23 | -56* | 7.6* | -5.6* | 5.4* | 12 | 11 | 30
19 | OCCOSCCO | 110 | 98 | 102 | 104 | 90 | 98 | 121 | 110
20 | CC(=O)O[C@H]1CO[C@H]2[C@@H]1OC[C@@H]2Oc1ccnc(NC2CCN(S(C)(=O)=O)CC2)n1 | 107 | 98 | 104 | 103 | 109 | 93 | 103 | 103
21 | Nc1nc(-c2ccc(Cl)cc2)cs1 | 94 | 96 | 97 | 95 | . | 110 | 102 | 98
22 | CCN(CC)C(=S)SC(SC(=S)N(CC)CC)C(=O)c1nnn(-c2ccc([N+](=O)[O-])cc2)c1C | 109 | 102 | 81 | 93 | 55 | 59 | 95 | 76
23 | CN=C(NC)c1ccc(NC(=O)c2ccc(C(=O)Nc3ccc(C(=NC)NC)cc3)cc2)cc1 | 127 | . | 111 | 103 | 106 | 101 | 115 | 99
24 | O=C(O)c1ccccc1Oc1cc(-c2ccco2)nc(OCCBr)n1 | 92 | 119 | 100 | 99 | 102 | 101 | 105 | 101

Profiles, looked up by structure.
Nc1nc(-c2ccc(Cl)cc2)cs1 as listed: BT-549: 94; MDA-MB-468: 96; K-562: 97; MOLT-4: 95; SR: .; MCF7: 110; MDA-MB-231: 102; T-47D: 98
C=C1C(=O)O[C@H]2[C@H]1CC/C(COC(=O)N[C@H]1C[C@H](O[C@H]3C[C@](O)(C(=O)CO)Cc4c(O)c5c(c(O)c43)C(=O)c3c(OC)cccc3C5=O)O[C@@H](C)[C@H]1O)=C\CC[C@@]1(C)O[C@@H]21 as listed: BT-549: 23; MDA-MB-468: -56*; K-562: 7.6*; MOLT-4: -5.6*; SR: 5.4*; MCF7: 12; MDA-MB-231: 11; T-47D: 30
CCN(CC)C(=S)SC(SC(=S)N(CC)CC)C(=O)c1nnn(-c2ccc([N+](=O)[O-])cc2)c1C as listed: BT-549: 109; MDA-MB-468: 102; K-562: 81; MOLT-4: 93; SR: 55; MCF7: 59; MDA-MB-231: 95; T-47D: 76

Continuation:
item | Compound | BT-549 | MDA-MB-468 | K-562 | MOLT-4 | SR | MCF7 | MDA-MB-231 | T-47D
25 | O=Nc1ccc(O)c(/C=N/O)c1 | 117 | 107 | 93 | 104 | 101 | 100 | 106 | 94
26 | Cc1nnc2c3nnc(Cc4ccccc4)n3c3ccccc3n12 | 106 | 81 | 100 | 103 | 99 | 95 | 84 | 86
27 | S=C(NCN1CCCCC1)NCN1CCCCC1 | 117 | 108 | 100 | 96 | 95 | 93 | 99 | 96
28 | COC(=O)C(=O)C(C(=O)C(=O)Nc1cc(Cl)c(Cl)cc1Cl)c1nc2ccc([N+](=O)[O-])cc2[nH]c1=O (stereo not drawn) | 81 | 120 | 97 | 97 | 96 | 88 | 99 | 86
29 | O=C(CSc1nc2ccc([N+](=O)[O-])cc2[nH]1)Nc1ccc(F)cc1 | 65 | 22 | 42 | 54 | 34 | 62 | 80 | 17
30 | Cc1cccc(-n2cc(-c3ccc(Br)cc3)sc2=Nc2ccc(Nc3ncnc4sc5c(c34)CCCC5)cc2)c1 | 102 | 104 | 91 | 88 | 93 | 87 | 86 | 94
31 | CCCCOc1nc2ccccc2cc1-c1cc(-c2ccc(Cl)cc2)nc(-c2ccc(Cl)cc2)c1 | 111 | 102 | 98 | 105 | 100 | 94 | 91 | 99
32 | COC(=O)[C@@H]1CCc2c(SC)c(-c3ccccc3)c(O)c(=O)n21 | 107 | 103 | 105 | 108 | 109 | 105 | 114 | 107
33 | CC(=O)O[C@H]1CC[C@H]2[C@@H]3CCC4=C(CC(F)C(=O)C4)[C@H]3CC[C@]12C (stereo partly drawn) | 105 | 105 | 76 | 82 | 82 | 118 | 77 | 106
34 | O=C(Nc1ncnc2nc[nH]c12)NC1CCCCC1 | 88 | 109 | 111 | 112 | 82 | 95 | 104 | 111
35 | COc1cc(C(=O)OC(=O)c2ccc(OCc3ccccc3)c(OC)c2)ccc1OCc1ccccc1 | 114 | 98 | . | 99 | 101 | 100 | 86 | 102
36 | O=C(CC(=O)c1ccccc1)CS(=O)(=O)c1ccccc1 | 112 | 114 | 102 | 95 | 94 | 99 | 108 | 87
37 | CCOc1nc(-c2ccccc2)cc2c(O)c(C(=O)N/N=C/c3ccncc3)[nH]c(=O)c12 | 213 | 79 | 169 | 106 | 133 | 101 | 90 | 105
38 | O=C1c2cccc3c(-c4ccc(F)cc4)ccc(c23)C(=O)N1c1nc2ccccc2s1 | 96 | 106 | 104 | 103 | 99 | 93 | 98 | 113
39 | CCOC(=O)C#Cc1c(C(=O)OCC)nnn1[C@@H]1O[C@H](COC)[C@@H](OC)[C@H]1OC | 99 | -21* | 9.3* | 59 | 8.3* | 8.5* | 107 | 15
40 | Cc1cccc(NCc2cn(-c3ccc(C(=O)O)cc3)nc2-c2ccc(C(=O)O)cc2)n1 | 104 | 101 | 97 | 105 | 111 | 97 | 95 | 100
41 | COc1cc2nc(N3CCN(C)CC3)nc(Nc3cc(C)[nH]n3)c2cc1OC | 105 | 93 | 90 | 106 | 113 | 96 | 106 | 90
42 | CCCCCCCCCCCCCCCCSC(=NCC)NCC | 64 | -37* | -60* | -48* | -43* | -66* | -18* | 8.1*
43 | CCn1cc(-c2ccnc(NCCNS(=O)(=O)c3cccc4ccccc34)c2)c(-c2cccc(OC)c2)n1 | 120 | 80 | 58 | 56 | 62 | 86 | 94 | 39
44 | COc1cc(C(=O)C(=O)c2ccc(OC)c(OC)c2)ccc1O | 107 | 109 | 103 | 105 | . | 101 | 114 | 106
45 | COc1ccc(/C=C\c2cc(OC)c(OC)c(OC)c2)cc1OC(=O)c1cccc(Cn2cc(CCOC(=O)c3cccc(Cn4nnc5c4C(=O)c4ccccc4C5=O)c3)nn2)c1 | 27 | 5.6* | 8.2* | 21 | 12 | 8.4* | 22 | 68
46 | COc1ccc(-c2nc(N3N=C(c4ccc(F)cc4)CCC3=O)n(C)c(=O)c2C#N)cc1 | 108 | 95 | 103 | 98 | 95 | 92 | 81 | 93
47 | COc1cccc(C2=NN(c3ccc(-c4ccccc4)nn3)C(c3ccc(F)c(OC)c3)C2)c1 (stereo not drawn) | 97 | 95 | 84 | 82 | 85 | 86 | 97 | 41
48 | CC(C)(C)C1=CC(=O)C=C(C(C)(C)C)C1=O | 102 | 97 | 100 | 24 | 120 | . | 125 | 113
49 | Cc1nc2sc(C(=O)Nc3cccc4ncccc34)c(N)c2cc1C(C)O (stereo not drawn) | 79 | 45 | 29 | 64 | 22 | 38 | 76 | 76
50 | CCOC(=O)c1cn2ncnc(Oc3ccc(NC(=O)NCCN(C)C)c(Cl)c3)c2c1C | 78 | 67 | 4.3* | 54 | -13* | 62 | 65 | 46
51 | CCCCCCCCCCCCCCCCCCOc1ccccc1CC(=O)OCC[N+]1(C)CCOCC1 | 83 | 52 | 58 | 47 | 51 | 80 | 50 | 85
52 | CCOC(=O)c1cnc2ccc(C)cn2c1=O | 79 | . | 110 | 99 | 106 | 91 | 88 | 96
53 | OC(COCc1ccccc1)COCc1ccccc1 | 99 | 108 | 99 | 96 | 89 | 93 | 108 | 101
54 | COc1cc2cc(NCc3ccc(F)cc3)nc(C)c2cc1OC | 29 | 63 | 12 | 35 | 22 | 69 | 46 | 53
55 | COC(=O)[C@]12CCC(C)(C)C[C@H]1C1=CC[C@@H]3[C@@]4(C)C/C(=C/c5ccccc5)C(=O)C(C)(C)[C@@H]4CC[C@@]3(C)[C@]1(C)CC2 | 119 | 96 | 89 | 95 | 87 | 85 | 101 | 85
56 | CCCCCc1ccc(S(=O)(=O)Nc2cc(-c3csc(NC(=O)CN4CCN(C)CC4)n3)ccc2N2CCN(C)CC2)cc1 | 77 | 52 | 1.1* | -18* | -41* | -86* | -53* | -50*

Part of the list above, screen by screen.
[13] COc1ccccc1-n1c(-c2cc(O)ccc2C)cn2c3c(=O)[nH]c(=O)n(C)c3nc12
[14] CCOc1ccc(N=C(N)N=C(N)N)cc1
Compound | 13 | 14
BT-549 | 100 | 108
MDA-MB-468 | 92 | 115
K-562 | 25 | 95
MOLT-4 | 71 | 84
SR | 86 | .
MCF7 | 84 | 100
MDA-MB-231 | 41 | 111
T-47D | 88 | 105
